Screening data deposited in PubChem BioAssay by several laboratories.
MsrA inhibitor – inhibitors of bovine MsrA | inhibition, % at 15.5 µM | purified bovine MsrA, absorbance read-out | 0.75% of 360,000 active; in the data active = inhibition above about 4.5%;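 also: 0% = vehicle wells with enzyme and 100% = reference inhibitor wells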
Tb MetRS inh – Trypanosoma brucei MetRS inhibition; purified T. brucei MetRS, ATP depletion, Kinase-Glo luminescence; 0.4% of 360,000 active; inhibition, % at 11.9 µM;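 active = inhibition above a per-plate cutoff of the control wells' mean inhibition plus 3 SD, cut at about 5.5% in these data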;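 also: 0% = DMSO wells median and 100% = median of wells with control inhibitor compound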
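Measured by: Kinase-Glo luciferase luminescence reporting remaining unconsumed ATP. Material: purified T. brucei MetRS enzyme. Doses: 11.9 µM compound single dose, 0.9% DMSO. Medium: HEPES buffer containing pyrophosphatase, BSA, spermine, DTT. Times: 15 min preincubation, 2 h reaction, all 25 °C. Reagent: methionine, ATP and bulk E. coli tRNA.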
Scp-1 inhibitor – inhibitors of human Scp-1 phosphatase; Recombinant Scp1, phosphopeptide, malachite green phosphate absorbance; inhibition, % at 20 µM; 0.88% of 340,000 active;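 active = inhibition above about 50% at 20 µM, limit read from the data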;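 also: plate controls were DMSO wells with enzyme for no effect and wells lacking enzyme for full effect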
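Assay system: SCP-1 catalytic fragment, aa 76-261 | Buffer or medium: Tris acetate buffer pH 5.5 with MgCl2 and Tween-20 | Compound: One concentration, 20 µM, with 1.0% DMSO | Also added: Phospho 17-mer peptide substrate | Signal: Absorbance at 630 nm | Incubation: 45 min enzyme reaction at room temperature | Measure: % inhibition of SCP-1 phosphate liberation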
STEP inh – blocks human striatal-enriched tyrosine phosphatase; P54829; 0.25% of 360,000 active; inhibition, % at 20 µM; recombinant STEP, OMFP fluorogenic substrate, fluorescence;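 active = inhibition at 20 µM, scaled per plate between control wells, above about 37%, limit read from the data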;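 also: 0% = DMSO with enzyme and substrate and 100% = substrate only without enzyme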
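Material: STEP (striatal-enriched tyrosine phosphatase) enzyme, cell-free | Medium: 50 mM Bis-Tris pH 6.0 with 2.5 mM DTT and 0.005% Tween 20 | Read-out: Percent inhibition scaled to no-enzyme and uninhibited-enzyme controls, plate-pattern corrected | Signal: Fluorescence read at 480 nm ex / 540 nm em | Times: 20 min reaction, room temperature, in the dark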
LMPTP inh – LMPTP (human) inhibition; recombinant LMPTP-A, OMFP fluorogenic substrate, fluorescence intensity; inhibition, % at 20 µM; 0.22% of 360,000 active; AID 651560;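 active = compounds that cut the enzyme signal by at least half of the control window in the single-dose screen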;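 also: plate controls were DMSO wells with enzyme plus substrate for no effect and substrate without enzyme for full effect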
Target sequence (P24666 whole entry, looked up): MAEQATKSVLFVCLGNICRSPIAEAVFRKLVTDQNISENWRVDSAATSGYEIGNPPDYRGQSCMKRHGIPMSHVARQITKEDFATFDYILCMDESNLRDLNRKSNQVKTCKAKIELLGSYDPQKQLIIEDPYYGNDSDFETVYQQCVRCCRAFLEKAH
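Assay system: LMPTP-A enzyme. Input: 0.625 nM LMPTP-A final. Probe or stimulus: 400 µM OMFP. Compound dosing: single 20 µM dose. Schedule: 50 min dark incubation at room temperature. Detection: fluorescence intensity of OMFP turnover product. Read-out: percent inhibition versus substrate-only and uninhibited controls. Benchmarks: no-enzyme low control, uninhibited high control.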
DNMT1 inh – inhibitors of human DNMT1. P26358. DNMT1 molecular beacon, Hinp1I cleavage, fluorescence. inhibition (reported as % activation of signal), % at 10 µM. 0.83% of 360,000 active. AID 588458; in the data active = inhibition above about 50%
Rpn11 block – inhibitors of human proteasome Rpn11; human 26S proteasome, Ub4-pepOG fluorescence polarization; 20S core pre-blocked with epoxomicin; 0.59% of 360,000 active; O00487; calls only at 20 µM;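 active = inhibition at 20 µM, scaled to each plate's controls, above about 33%, limit read from the data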
Target sequence (O00487 whole entry, looked up): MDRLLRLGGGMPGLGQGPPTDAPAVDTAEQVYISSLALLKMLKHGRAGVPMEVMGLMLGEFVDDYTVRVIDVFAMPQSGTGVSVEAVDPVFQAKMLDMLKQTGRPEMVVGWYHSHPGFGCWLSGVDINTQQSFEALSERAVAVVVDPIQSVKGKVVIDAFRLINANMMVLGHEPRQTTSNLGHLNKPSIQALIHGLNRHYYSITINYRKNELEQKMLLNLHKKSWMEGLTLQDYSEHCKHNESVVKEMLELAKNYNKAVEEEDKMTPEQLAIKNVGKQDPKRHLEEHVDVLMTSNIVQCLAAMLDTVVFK
SUMO1 PPI mod – SUMO1-SIM interaction modulation; 0.33% of 360,000 active; inhibition, % at 20 µM; SUMO1 binding to a labelled peptide, TR-FRET, 1 h; in the data active = inhibition above about 37%
Target sequence (P63165 whole entry, looked up): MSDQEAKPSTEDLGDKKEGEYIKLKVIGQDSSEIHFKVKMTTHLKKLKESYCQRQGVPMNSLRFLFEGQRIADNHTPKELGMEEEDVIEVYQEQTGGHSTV
CSN deneddyl inh – inhibitors of human CSN-mediated cullin deneddylation. Q92905. Purified CSN, SCF-Nedd8-OG deneddylation, fluorescence polarization. inhibition, % at 12.5 µM. 0.38% of 360,000 active;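 active = pattern-corrected inhibition above about 35%, with an unprinted fluorescence ratio check between 0.5 and 1.5, limit read from the data, passing the limit was not always enough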;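 also: 0% = enzyme with substrate and 100% = substrate without enzyme; some results filed as inactive read as strong as hits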
Target sequence (Q92905 whole entry, looked up, one chain of several): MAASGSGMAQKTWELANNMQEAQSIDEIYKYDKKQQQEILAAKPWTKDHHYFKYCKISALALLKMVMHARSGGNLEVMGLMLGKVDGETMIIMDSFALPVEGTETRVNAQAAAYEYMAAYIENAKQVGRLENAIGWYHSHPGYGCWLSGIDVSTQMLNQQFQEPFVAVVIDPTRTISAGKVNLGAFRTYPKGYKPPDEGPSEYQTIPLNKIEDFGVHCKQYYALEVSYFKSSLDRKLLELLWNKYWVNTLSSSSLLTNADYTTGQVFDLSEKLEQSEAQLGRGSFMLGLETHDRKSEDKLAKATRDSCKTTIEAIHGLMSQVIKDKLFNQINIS
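Assay system: purified human Csn5 enzyme expressed in HEK293T cells; Input: 0.24 nM Csn5 enzyme, final concentration; Reagent: 10 nM SCFSkp2-Nedd8OG; Compound dosing: 12.5 µM single point; Times: reaction 90 min, room temperature; Technique: fluorescence polarization readout.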
NadD inh – blocks S. aureus nicotinate mononucleotide adenylyltransferase; purified NadD enzyme, colorimetric absorbance read-out; inhibition, % at 20 µM; 0.78% of 360,000 active; AID 602399; in the data active = inhibition above about 26%; also: some compounds past the cut are filed as inactive
* marks the source's active call; other numbers are inactive results; i = inactive; . = no result given.

Values run as follows: MsrA inhibitor	Tb MetRS inh	Scp-1 inhibitor	STEP inh	LMPTP inh	DNMT1 inh	Rpn11 block	SUMO1 PPI mod	CSN deneddyl inh	NadD inh
COc1ccc(-c2c(C#N)c(SCC(=O)c3cc4ccccc4oc3=O)nc(C)c2C(=O)Nc2ccccc2)cc1
→ -0.6	0.1	-5	5	1.0	44	i	0	-10	30
Fc1ccc(CSc2nc3ccccc3[nH]2)cc1
→ 0.6	0.2	-2	0	0.1	2	i	2	-4	-2
Cc1ccc(Cn2c(C)nc3ccc([N+](=O)[O-])cc3c2=O)cc1
→ 0.0	-0.5	2	0	2.4	2	i	-28	3	1
CC1CCCC(NC(=O)NC(=O)COC(=O)c2ccc(O)cc2O)C1C (centres undefined)
→ 1.4	-0.1	13	3	3.1	9	i	0	-4	-8
Cc1ccc(C(=O)ON=C2CCN(S(=O)(=O)c3ccccc3)CC2)cc1
→ 0.6	0.2	-3	1	2.4	4	i	3	1	2
CCOC(=O)[C@H]1[C@H]2COc3ccc(Cl)cc3[C@@H]2N2C(=O)c3ccc(F)cc3NC(=O)[C@@]12C
→ 1.3	-0.1	-6	0	-0.8	-4	i	5	1	3
CCCN(CCC)CCCNC(=O)c1ccc2c(c1)N(CC)C(=O)c1ccccc1S2=O (centres undefined)
→ -0.5	-1.2	-5	20	-1.2	4	i	-1	1	5
CCCCNC(=O)CN(CCc1ccccc1)S(C)(=O)=O
→ -0.6	-0.7	-1	1	-1.8	2	i	-1	-5	-3
COc1cccc(CNS(=O)(=O)c2ccc3c(c2)N(C(C)=O)CCO3)c1
→ 0.7	-0.5	24	42*	9.0	24	i	3	-2	-6
Cn1cc(Br)c(C(=O)N2CCCCCC2)n1
→ 1.1	-0.1	-5	-3	0.7	0	i	0	3	-1

Pulled one by one from above:
Values run as follows: MsrA inhibitor	Tb MetRS inh	Scp-1 inhibitor	STEP inh	LMPTP inh	DNMT1 inh	Rpn11 block	SUMO1 PPI mod	CSN deneddyl inh	NadD inh
CC1CCCC(NC(=O)NC(=O)COC(=O)c2ccc(O)cc2O)C1C (centres undefined)
→ 1.4	-0.1	13	3	3.1	9	i	0	-4	-8
COc1ccc(-c2c(C#N)c(SCC(=O)c3cc4ccccc4oc3=O)nc(C)c2C(=O)Nc2ccccc2)cc1
→ -0.6	0.1	-5	5	1.0	44	i	0	-10	30
COc1cccc(CNS(=O)(=O)c2ccc3c(c2)N(C(C)=O)CCO3)c1
→ 0.7	-0.5	24	42*	9.0	24	i	3	-2	-6

New compounds follow
Values run as follows: MsrA inhibitor	Tb MetRS inh	Scp-1 inhibitor	STEP inh	LMPTP inh	DNMT1 inh	Rpn11 block	SUMO1 PPI mod	CSN deneddyl inh	NadD inh
COCCn1c(=S)[nH]c2cc(C(=O)NC3CCCCCC3)ccc2c1=O
→ 1.1	-0.2	.	0	-0.6	-1	i	-4	-2	-2
COc1cc(-c2noc(C)c2C(=O)NCCCN2CCCC2=O)cc(OC)c1OC
→ -0.3	-0.5	7	-2	1.0	8	i	-1	-4	3
O=C(CN1CCN(Cc2ccccc2)CC1)Nc1ccc(Br)cc1
→ 1.9	-1.2	-7	-1	-0.1	1	i	4	-4	-9
COC(=O)C(NC(C)=O)(Nc1sc2c(c1C(N)=O)CCCC2)C(F)(F)F (centres undefined)
→ 0.2	-0.9	0	0	-1.4	2	i	-3	3	-1
CCC(C)[C@@H](C(=O)Nc1ccc2c(c1)OCO2)N1Cc2ccccc2C1=O (some centres undefined)
→ -1.1	-0.7	-12	0	-0.5	-19	i	-4	-3	-1
CCC(NC(=O)c1ccccc1NC(=O)c1ccccc1)C(=O)NNC(=O)c1cccnc1 (centres undefined)
→ -0.5	0.2	-7	0	-0.5	0	i	-1	-8	-4
O=[N+]([O-])c1cccc(N=Cc2ccccc2)c1
→ -0.3	0.3	-7	-1	-0.5	-2	i	-19	2	-4
Cn1c(SCC(=O)NCc2ccc3c(c2)OCO3)nnc1C1COc2ccccc2O1 (centres undefined)
→ 0.5	0.3	5	-1	1.4	0	i	1	24	-2
Cc1nc2ccccc2c(=O)n1NC(=O)c1cccc(Cl)c1
→ -0.7	-1.0	-9	0	-1.7	-4	i	6	3	-2
O=C(Nc1cccc(NC(=O)c2ccc(-c3cccc(Br)c3)o2)c1)c1ccco1
→ 2.4	0.2	-16	3	5.6	-23	i	1	-4	15
O=C(O)c1ccc(/C=N\Nc2ccccn2)cc1
→ 3.3	-1.9	-5	-1	0.2	4	i	-7	1	-2
CCOc1cccc(C(=O)Nc2cccc(C(=O)NC(C)(C)C)c2)c1
→ 0.0	1.0	-6	-2	-1.8	2	i	2	-2	-4
Cc1ccc(-c2cc(-c3ccc4c(c3)OCO4)c(C#N)c(N)n2)o1
→ 0.3	0.4	0	1	2.6	-13	i	-6	7	39*
Cc1cccc(NC(=O)c2ccccc2OCC(=O)c2ccccc2)c1
→ 0.2	-1.1	-11	4	3.7	-3	i	1	0	-9
CCOCCc1nnc(NC(=O)c2cccc(F)c2)s1
→ 0.8	-0.9	-12	-4	-2.5	-1	i	-3	3	-4
C/C(CC(=O)N1CCCC1)=N\NC(=O)c1cc2ccccc2cc1O
→ 3.3	-0.4	-9	0	6.4	2	i	-1	-2	9
C/C(=N\NC(=O)c1cccc(S(=O)(=O)N2CCOCC2)c1)c1ccc(C#N)cc1
→ -0.9	-0.1	-13	-1	-0.6	0	i	-10	2	-3
C[C@@H](NC(=O)[C@@H]1Cc2ccccc2CN1C(=O)OC(C)(C)C)C(=O)NCC1CCCO1 (some centres undefined)
→ -1.1	-0.5	-3	-2	-1.1	5	i	-1	-3	0
CC(C)OP(=O)(OC(C)C)C(O)c1cccc([N+](=O)[O-])c1 (centres undefined)
→ -0.8	-0.2	-10	2	-1.0	3	i	-14	-5	-3
CC(=O)OC1CC(c2cc(C(C)(C)C)c(O)c(C(C)(C)C)c2)=NO1 (centres undefined)
→ -1.2	1.9	1	0	2.1	2	i	-3	1	-7
CCOC(=O)N1CCN(c2cc(=O)n(-c3cccc(Br)c3)c(=O)[nH]2)CC1
→ -0.1	-0.2	-13	0	-0.8	2	i	5	6	3
Cc1cc2nnc(SCC(=O)NCC3CCCO3)n2c2ccccc12 (centres undefined)
→ 0.4	-0.7	-4	-1	-0.9	0	i	1	6	3
COc1ccc(-c2cc(C(=O)O)sc2C)cc1
→ 0.4	0.1	-9	4	-1.6	-2	i	-2	-5	-6
Cc1cc(=O)n2nc(N3CCC(C(=O)NCc4ccc(F)cc4)CC3)sc2n1
→ -0.2	0.3	-4	0	1.2	1	i	0	2	3
Cc1cc(Nc2cccc(F)c2)n2nc(C)nc2n1
→ 1.3	0.4	0	2	0.5	-2	i	5	-2	-3
COc1cccc(N2C(=NC(=O)C3CCCO3)SC3CS(=O)(=O)CC32)c1 (centres undefined)
→ 1.5	0.4	11	0	-2.8	1	i	3	-1	0
COc1ccc(N2CCN(C(=O)COC(=O)CNC(=O)c3ccc(Cl)cc3Cl)CC2)cc1
→ -0.8	-0.4	-2	-1	-0.2	3	i	2	-3	-3
O=C(OCc1ccccc1)N1C[C@H](O)[C@H](O)C[C@@H]1c1c(Cl)cccc1Br
→ -0.4	-0.3	.	-2	-0.7	-1	i	6	-5	-5
COc1ccc(-c2c(C3=CCCCC3)oc3ccc(-c4ccc5c(c4)OCO5)cc23)cn1
→ 0.0	-0.4	4	2	-0.5	0	i	0	-1	12
COc1c(C(=O)NNC(=O)c2ccccc2)csc1Br
→ 0.0	-0.2	22	0	-2.6	0	i	-4	-4	-3
Cc1ccccc1N(CC(=O)NC(C)(C)C)C(=O)CS(=O)CC(=O)Nc1ccc2c(c1)OCO2 (centres undefined)
→ -1.3	0.0	-2	-2	-0.3	1	i	-3	-4	-4
COc1ccc(C2NC(=S)NC(O)(C(F)(F)F)C2C(=O)c2cccs2)cc1 (centres undefined)
→ 1.0	0.5	-6	0	-1.2	-2	i	0	-5	4
CC(=O)Nc1ccc2c(c1)Cc1ccc(Cl)cc1-2
→ -0.5	-0.2	-10	0	2.0	-12	i	-5	2	-9
CC(C(=O)NC1(C#N)CCCCC1)N(C)CC(=O)Nc1ccc(Cl)c(Cl)c1 (centres undefined)
→ 0.9	0.0	-10	2	0.8	1	i	-3	-1	1
Cn1c(=O)n(C)c2cc(/C=N/NC(N)=S)ccc21
→ 5.5*	-0.9	7	-1	25	7	i	19	-16	-1
CN(c1ccccc1C(=O)Nc1cccnc1)S(C)(=O)=O
→ 0.1	-0.9	-2	1	-0.3	2	i	0	2	-5
O=C(CCCc1ccccc1)NCc1ccc(F)cc1
→ -0.9	-0.1	-7	-3	-0.7	2	i	-2	-12	-3
O=C(NCN1CCOCC1)c1cnccn1
→ -0.5	-0.1	-7	4	-0.8	2	i	2	5	-3
O=C(Nc1ccc(Cl)cn1)c1ccccc1-c1ccccc1
→ -0.2	-0.1	.	-3	-0.9	2	i	0	3	3
C=CCn1c(SCC(=O)c2c(N)n(C)c(=O)n(C)c2=O)nc2sc(C)c(C)c2c1=O
→ 0.2	-0.7	2	-1	1.0	23	i	-1	4	2
COC(=O)c1c(N)[nH]c(C(=O)c2ccccc2)c1-c1ccccc1Br
→ 1.8	-1.0	.	.	0.3	.	.	-1	2	-5
CCC1(c2ccc(F)cc2)NC(=O)N(CC(=O)Nc2ccccc2Cl)C1=O (centres undefined)
→ -0.1	-0.6	-3	-1	-0.3	-1	i	-2	4	0
COC(=O)c1cc2occc2n1Cc1cccc(C)c1
→ 0.5	-0.5	-7	2	0.7	4	i	-1	0	-3
CC(C)NC(=S)N1CCN(S(=O)(=O)c2cccc(C(F)(F)F)c2)CC1
→ -0.3	-0.8	6	0	0.4	5	i	2	-8	1
O=C1C[C@@H]2c3c(cccc3CN1Cc1ccccc1Br)C[C@@H](O)[C@H]2O
→ 0.7	-0.4	4	0	-1.8	-1	i	-6	-4	-1
COc1ccc(CN2CC(=O)N(c3ccc(C)cc3)C2=S)cc1OC
→ 1.7	0.2	-1	0	-0.2	0	i	-3	-2	-4
CCN(N=O)c1ccc(C=C2C=Cc3ccccc32)cc1
→ 0.5	-0.2	-8	-1	3.4	-27	i	-11	0	6
O=C1N=C(N2CCN(c3ccccc3)CC2)S/C1=C\c1cn[nH]c1-c1ccccc1
→ 1.7	1.7	0	2	-1.0	5	i	2	1	48*
